Bioassay records from PubChem BioAssay.
S2 tox: reduces viability in counter-screen for ATXN expression inhibitors; hit rate 0.49% among 400,000; S2 cells (HEK-293 line with an ATXN2-luciferase reporter) viability, CellTiter-Fluor protease fluorescence, 24 h; AID 651635; Potency, µM (highest dose often 56.7 µM), hits mostly cytotoxic; note: nearly all actives have a fitted effect of over 40% in size
Nrf2 ARE act: Nrf2 pathway activation; AREc32 ARE-luciferase reporter (MCF7-derived line), luminescence, 24 h; Potency, µM (doses to about 46.1 µM), for inactives: at the top dose activation, hits mostly activators; hit rate 0.31% among 410,000; note: % of control where 0% means no effect; nearly all actives have a fitted effect of over 65% in size
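Nrf2 activation is followed as ARE-luciferase induction in the AREc32 line after one day of compound treatment; luminescence is read with Steady-Glo.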
Nrf2 block: inhibitors of Nrf2 signaling. hit rate 2.1% among 360,000. Potency, µM (titrated, usually from 46 µM), without a hit: top-dose activity change, negative = inhibition, usual class: inhibitors. A549 ARE-Fluc reporter, luciferase luminescence, 18-24 h. AID 504444; note: % is set by controls: 0 for no effect and ±100 for the full control effect; nearly all actives have a fitted effect of over 60% in size
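Reporter: ARE-Fluc in A549. Exposure: 18-24 h, 37 °C, 5% CO2, 5% FBS OPTI-MEM. Readouts: fluorescent cytotoxicity (CellTiter-Fluor), then luminescent Nrf2 signal after BugLite.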
ATXN2 expr inh: reduces ATXN2 reporter expression in HEK-293 cells. HEK-293 ATXN2-luciferase reporter, luminescence, 24 h. Potency, µM (highest dose often 57 µM), for inactives: at the top dose activity change, negative = inhibition, hits mostly inhibitors. hit rate 0.72% among 360,000. AID 1745845; note: % is set by controls: 0 for no effect and ±100 for the full control effect; nearly all actives have a fitted effect of over 55% in size
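ATXN2-luciferase reporter cells (luciferase flanked by upstream and downstream ATXN2 gene portions) were treated 24 h at 37 °C with compounds at up to 57 uM. SteadyGlo luminescence gave expression; GF-AFC fluorescence gave viability.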
MCF10A rerep: DNA re-replication induction in MCF 10a cells | MCF 10A DNA re-replication, Hoechst nuclear intensity, 48 h | Potency, µM (series often up to 46.1 µM), without a hit: top-dose activity, positive = re-replication, hits mostly activators | hit rate 2.9% among 350,000; note: % of control where 0% means no effect; nearly all actives have a fitted effect of over 50% in size
HepG2 tox: kills HepG2 cells in TGF-b inhibitor counter-screen; HepG2 CAGA-GFP viability, ATP luminescence, 18 h; Potency, µM (series often up to 46.1 µM), for inactives: top-dose activity change, negative = cytotoxicity, hits mostly cytotoxic; hit rate 0.76% among 410,000; note: some results filed as inactive show a strong effect at the top dose
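CellTiter-Glo luminescence gave cytotoxicity after 18 hours at 37 degrees C. The cells were HepG2 CAGA-GFP in 1% FBS DMEM, stimulated with 500 pg/mL TGF-beta after compound addition. %Activity was normalised to no-cell wells (complete cell-killing) and DMSO (no toxicity), and curves were fitted and classified.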
TGFb SMAD3 inh: inhibitors of TGF-b signaling | HepG2 CAGA-GFP TGF-b/SMAD3 reporter, GFP fluorescence, 18 h; TGF-beta stimulated, 500 pg/mL final | Potency, µM (titrated, usually from 46.1 µM), for inactives: at the top dose activity, negative = inhibition, actives largely listed as inhibitors | hit rate 1.2% among 410,000; note: % is set by controls: 0 for no effect and ±100 for the full control effect; nearly all actives have a fitted effect of over 65% in size
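Using HEPG2 CAGA-GFP reporter cells at 1000 cells/well, we pinned test compounds, stimulated with recombinant TGF-beta (500 pg/mL final) and measured total well GFP after 18 h.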
EPAC2 antag: EPAC2 (human) antagonism; Potency, µM (series often up to 114 µM), inactives show at the top dose activity, negative = inhibition, usual class: inhibitors; hit rate 0.18% among 360,000; AID 720708; Q8WZA2; EPAC2 GEF exchange of Rap1B-BODIPY-GDP, fluorescence; note: % is set by controls: 0 for no effect and ±100 for the full control effect; nearly all actives have a fitted effect of over 45% in size; many of its hits are not listed in these tables
Target sequence (Q8WZA2 whole entry, looked up): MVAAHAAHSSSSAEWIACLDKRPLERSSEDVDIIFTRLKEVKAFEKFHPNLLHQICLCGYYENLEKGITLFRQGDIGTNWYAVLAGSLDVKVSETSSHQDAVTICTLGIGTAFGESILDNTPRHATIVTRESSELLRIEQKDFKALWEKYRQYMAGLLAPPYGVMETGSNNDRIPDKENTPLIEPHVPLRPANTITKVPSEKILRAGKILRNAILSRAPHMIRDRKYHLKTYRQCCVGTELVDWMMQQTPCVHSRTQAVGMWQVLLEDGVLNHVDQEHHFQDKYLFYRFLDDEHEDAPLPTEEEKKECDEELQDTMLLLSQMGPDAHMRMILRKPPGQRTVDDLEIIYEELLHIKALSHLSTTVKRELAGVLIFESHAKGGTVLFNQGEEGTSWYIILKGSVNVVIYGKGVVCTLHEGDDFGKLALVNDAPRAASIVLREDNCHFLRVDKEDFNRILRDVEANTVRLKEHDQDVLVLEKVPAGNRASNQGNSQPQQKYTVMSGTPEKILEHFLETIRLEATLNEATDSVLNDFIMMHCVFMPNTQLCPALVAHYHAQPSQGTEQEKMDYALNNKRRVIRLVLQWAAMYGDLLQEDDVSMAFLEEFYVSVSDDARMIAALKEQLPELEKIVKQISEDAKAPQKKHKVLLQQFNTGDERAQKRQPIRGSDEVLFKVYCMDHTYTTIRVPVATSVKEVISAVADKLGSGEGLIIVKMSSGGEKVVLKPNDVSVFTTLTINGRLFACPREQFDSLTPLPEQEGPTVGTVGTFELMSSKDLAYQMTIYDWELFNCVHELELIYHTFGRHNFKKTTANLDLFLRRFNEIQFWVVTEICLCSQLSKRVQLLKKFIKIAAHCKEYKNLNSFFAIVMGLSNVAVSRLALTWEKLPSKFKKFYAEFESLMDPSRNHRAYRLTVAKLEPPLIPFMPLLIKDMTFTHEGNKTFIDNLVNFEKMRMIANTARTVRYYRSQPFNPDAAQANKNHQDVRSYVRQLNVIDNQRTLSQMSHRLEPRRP
A549 tox: counter-screen for Nrf2 inhibitors: cytotoxicity in A549 cells; Potency, µM (series often up to 46 µM), inactives show at the top dose activity change, negative = cytotoxicity, usual class: inhibitors; hit rate 0.16% among 390,000; A549 ARE-Fluc cells, CellTiter-Fluor viability, 18-24 h; note: % is set by controls: 0 for no effect and ±100 for the full control effect
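Cytotoxicity counterscreen: CellTiter-Fluor fluorescence was measured in A549 ARE_Fluc cells after 18-24 h of compound exposure in a concentration series. The subsequent BugLite luminescent read reports ARE-luciferase activity.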
Active calls of the source: *; i = inactive; u = inconclusive; x = no result given; [ ] = another dose, or the depositor's remark. Calls come from the whole dose curve; as a rule, active = well fitted curve in the direction sought with a large enough effect; inconclusive = small, poorly fitted or top-dose-only effect, or another doubt; inactive = no such curve, though single readings can be large; an effect the other way counts as inactive or inconclusive. Potency is the fitted concentration of half-maximal effect. The list is partial (hit frequency here may not be typical).

SMILES	S2 tox	Nrf2 ARE act	Nrf2 block	ATXN2 expr inh	MCF10A rerep	HepG2 tox	TGFb SMAD3 inh	EPAC2 antag	A549 tox
NC(=O)c1ccc(NC(=O)COC(=O)c2cc3ccccc3cc2O)cc1	i	20%	2%	1%	0%	-2%	11%	-6%	4%
Cc1ccc2c(cnn2C(=O)CCC(=O)N2CCCCC2)c1	i	-0.5%	10%	-23%	7%	-16%	-19%	-8%	6%
CC1CCCN(C(=O)c2cccc(S(=O)(=O)N3CCCC3)c2)C1 (centres undefined)	i	0.4%	-1%	-1%	-3%	-1%	9%	2%	-7%
COc1cc(S(=O)(=O)NCc2ccccc2Cl)ccc1-n1cnnn1	i	-0.3%	-11%	8%	2%	-1%	1%	-6%	3%
COc1ccc(NC(=O)CSc2oc(-c3cccs3)nc2S(=O)(=O)c2ccc(C)cc2)c(OC)c1	i	4.5%	-6%[9.27 µM]	3%	x	-12%	9%	x	-5%
COc1ccc(/C=N/n2cnc3scc(-c4cccs4)c3c2=O)cc1OC	i	0.0%	u	-3%	3%	-2%	u	12%	4%
CC(Sc1ccc(Cl)cc1)C(=O)NNC(=O)c1ccncc1 (centres undefined)	i	-0.2%	0%	-20%	-4%	6%	21%	1%	0%
CCO/C([O-])=N/c1sn[n+](C)c1C	i	-0.2%	15%	x	9%	3%	-2%	9%	-5%
COc1cc(CCC(=O)OCC(=O)Nc2ccc(F)c(F)c2F)cc(OC)c1OC	i	-0.4%	8%	-3%	6%	-6%	-1%	0%	-2%
Cc1ccc([C@H]2C(C(=O)O)=CC[C@@H](c3ccc4c(c3)OCO4)N2S(=O)(=O)c2ccc(C)cc2)cc1	i	0.5%	-14%	3%	-65%[inhibitor]	1%	8%	-6%	-9%
O=C(Nc1ccc(S(=O)(=O)N2CCCC2)cc1)C1COc2ccccc2O1 (centres undefined)	i	-0.1%	-8%	5%	-3%	4%	0%	11%	-9%
COC(=O)CCP(=O)(O)Cc1ccccc1CP(=O)(O)CCC(=O)OC	i	-0.5%	1%	-2%	0%	2%	2%	7%	0%
Cn1cnnc1SCC(=O)c1ccc2c(c1)OCCO2	i	1.4%	x	9%	u	-7%	-13%	-1%	1%
Cc1ccc(N(CC(C)C)S(=O)(=O)c2nnc(NC(=O)c3cccs3)s2)cc1	x	3.8%	u	x	x	-32%	-10%	x	-3%
Cc1cc(C)n(CCNC(=O)[C@H]2O[C@@H](n3ccc(N)nc3=O)[C@H](O)[C@@H]2O)n1	i	-0.1%	x	-4%	x	-17%	-6%	15%	x
Cc1ccc(-c2cccc(CN3CCN(C(C)C)C(CCO)C3)c2)o1 (centres undefined)	i	1.5%	5%	1%	u	-14%	-3%	-1%	0%
Cc1cc(C)c(NC(=O)Cn2c(=O)n(CCc3ccccc3)c(=O)c3ccccc32)c(C)c1	i	-1.5%	6%	2%	x	1%	-1%	x	0%
O=C(NCc1cccnc1)c1ccc([N+](=O)[O-])o1	u	u	1%	x	15µM*	-56%	u	-1%[57.1 µM]	-9%
CCC(=O)N1CCN(c2ccccc2NC(=O)COc2cccc(C)c2C)CC1	i	2.8%	-15%	0%	12%	-21%	-25%	-19%	-5%
CCOC(=O)N1CCN(C(=O)c2cn(C)c3ccc(S(=O)(=O)N(CC)CC)cc3c2=O)CC1	i	-0.5%	-6%	x	-10%	-13%	-3%	-1%	3%
Cc1ccc(S(=O)(=O)N[C@@H](CC(C)C)C(=O)N2CCC(C(=O)N[C@@H](Cc3ccccc3)C(=O)O)CC2)cc1	i	1.1%	6%	-3%	-4%	-13%	-2%	38%[activator]	4%
CC(C)[C@H](NC(=O)[C@H]1N2C(=O)c3ccccc3C2SC1(C)C)C(=O)NCc1ccco1 (some centres undefined)	i	0.8%	3%	-6%	1%	8%	4%	-7%	3%
Cc1cccc(C(=O)NC2CCN(C(=O)Nc3ccccc3C)CC2)c1	i	-2.9%	19%	x	5%	7%	-15%	-19%	1%
Cc1cc(C)cc(NC(=O)Oc2ccccc2N2CCCCC2)c1	i	0.0%	13%	-9%	-5%	-16%	1%	-11%	0%
OCCCNc1nc(-c2ccc(Br)cc2)nnc1-c1ccc(Cl)cc1	i	-0.2%	-22%	16%	28%	-40%	-16%	-6%	-1%
O=C1C2C(c3ccccc3)CC=CC2[C@H](c2cccc([N+](=O)[O-])c2)N1Cc1ccccc1 (some centres undefined)	i	5.0%	u	-4%	3%	-4%	-4%	-29%	-8%
CC1CCCCC12NC(=O)N(CC(=O)N1CCN(S(=O)(=O)/C=C/c3ccccc3)CC1)C2=O (centres undefined)	i	-0.3%	-15%	x	0%	-7%	2%	10%	0%
CC1CN(S(=O)(=O)c2cccc(C(=O)NCCCn3ccnc3)c2)CC(C)O1 (centres undefined)	i	0.3%	15%	0%	4%	1%	-2%	-3%	-2%
Cc1ccc(-c2c3c(=O)n(C)c(=O)n(C)c3cn2-c2cc(C)ccc2O)cc1	x	6.5%	9%	x	x	-48%	u	x	-2%
Cc1cccc(C)c1-n1nnnc1C(c1ccnc2ccccc12)N1CCN(C/C=C/c2ccccc2)CC1 (centres undefined)	u	-0.1%	x	u	x	13%	u	4%	x
COc1cccc(-c2nn(-c3ccccc3)cc2C(=O)Nc2nccs2)c1	i	-0.6%	-29%	-6%	u	2%	-9%	-4%	1%
COc1ccc(S(=O)(=O)N(CC(=O)NCc2ccncc2)Cc2ccccc2)cc1	i	0.2%	-18%	-10%	2%	9%	10%	-9%	2%
O=C(COc1ccccc1)NC(=S)Nc1cccc2cc(O)ccc12	i	0.0%	-14%	-9%	u	-39%	u	-7%	0%
Clc1nnc(Cl)c2c1ncn2Cc1ccccc1	i	5.1%	2%	x	-6%	-5%	-2%	5%	1%
O=C(COc1cc2oc(=O)c3c(c2cc1Cl)CCC3)NCCN1CCOCC1	i	-0.8%	-6%	-6%	-4%	1%	5%	1%	6%
Cc1cc(OCC(=O)Nc2nnc(C3CC3)s2)ccc1Cl	u	-1.1%	x	x	x	-5%	-8%	8%	x
CC1(C)CC(N2CCN(Cc3ccccc3)CC2)=CC(=[N+]2CCCCC2)C1	i	-0.6%	18µM*	u	-31%[inhibitor]	-41%	u	5%	-19%
C/C(=N/Oc1nc(C)cc(C)n1)c1ccc(Cl)cc1Cl	i	-1.5%	-29%	-7%	u	5%	6%	4%	-1%
Cc1ccc(C(=O)N2[C@@H]3CN(C)C(=O)[C@@]2(C)[C@H]2C(=O)N(Cc4ccccc4)C(=O)[C@@H]32)cc1	i	-0.7%	4%	4%	1%	-1%	-6%	4%	-4%
NC(=O)C1=C[C@H](c2coc3ccccc3c2=O)C[C@H](OCc2ccc(CO)cc2)O1	i	3.8%	-6%	13%	2%	-53%	u	25%	3%
Cc1ccc(NC(=O)c2cnccn2)cc1S(=O)(=O)N(C)C	i	0.3%[9.22 µM]	9%	-3%	-7%	-2%	-5%	1%	4%
Cc1ccc(CNC(=O)COC(=O)c2ccc(S(=O)(=O)N(C)C)cc2)cc1	i	2.6%	-1%	-4%	-17%	1%	-2%	8%	-6%
CCOc1ccc(NS(=O)(=O)c2coc(C(N)=O)c2)cc1	i	-0.2%	14%	9%	-4%	5%	-4%	13%	-10%
Cc1ccc(S(=O)(=O)NC(=O)c2cc(C)n(CCCn3ccnc3)c2C)cc1	i	0.3%	8%	-5%	-4%	4%	u	3%	1%
Cc1ccc(OCC(=O)Nc2ccc(S(=O)(=O)N3CCN(C)CC3)cc2)cc1	i	-0.5%	-12%	3%	3%	0%	-10%	9%	4%

Quoted at random: 4 records from the list
SMILES	S2 tox	Nrf2 ARE act	Nrf2 block	ATXN2 expr inh	MCF10A rerep	HepG2 tox	TGFb SMAD3 inh	EPAC2 antag	A549 tox
CC1(C)CC(N2CCN(Cc3ccccc3)CC2)=CC(=[N+]2CCCCC2)C1	i	-0.6%	18µM*	u	-31%[inhibitor]	-41%	u	5%	-19%
CCOc1ccc(NS(=O)(=O)c2coc(C(N)=O)c2)cc1	i	-0.2%	14%	9%	-4%	5%	-4%	13%	-10%
O=C(COc1ccccc1)NC(=S)Nc1cccc2cc(O)ccc12	i	0.0%	-14%	-9%	u	-39%	u	-7%	0%
Clc1nnc(Cl)c2c1ncn2Cc1ccccc1	i	5.1%	2%	x	-6%	-5%	-2%	5%	1%

Remaining list, next part.
SMILES	S2 tox	Nrf2 ARE act	Nrf2 block	ATXN2 expr inh	MCF10A rerep	HepG2 tox	TGFb SMAD3 inh	EPAC2 antag	A549 tox
COc1ccc(NC(=O)NCCCN2CCN(c3cc(C)ccc3C)CC2)cc1	u	0.8%	-1%	u	6%	13µM*	u	1%	-1%
Cc1ccc(NC(=O)c2ccccc2NS(=O)(=O)c2ccc(Cl)s2)cc1S(=O)(=O)N1CCOCC1	u	2.1%	23µM*	u	7.3µM*	-51%	u	-2%	u
CC(=O)O[C@H]1C(=O)[C@]2(C)[C@H]([C@H](OC(=O)c3ccccc3)[C@]3(O)C[C@H](OC(=O)[C@H](O)[C@@H](NC(=O)c4ccccc4)c4ccccc4)C(C)=C1C3(C)C)[C@]1(OC(C)=O)CO[C@@H]1C[C@@H]2O	u	4.3%	-26%	-24%	93%	1%	u	7%	u
CCCc1cc(=O)[nH]c2nnc(SCC)n12	x	-0.2%	x	x	x	5%	1%	x	-4%
Cc1cc(C(=O)COc2ccc3ccc(=O)oc3c2)c(C)n1Cc1cccs1	i	-0.6%	-17%	3%	1%	10%	-19%	0%	-2%
CCc1ccc(NC(=O)Cn2c(=O)n(CCCC(=O)NCc3ccccc3Cl)c(=O)c3ccccc32)cc1	i	-0.5%	7%	7%	x	-6%	u	x	1%
Cc1ccc(NC(=O)C2C3CCC(O3)C2C(=O)O)cc1C (centres undefined)	i	-0.2%	-9%	x	19%	-15%	-27%	7%	0%
O=[N+]([O-])c1cc(/C=N\Nc2nc(-c3ccccc3)cs2)ccc1O	u	16%	-1%	11%	29%	10%	5%	6%	u

Part of the list above in order of SMILES length, largest number first:
SMILES	S2 tox	Nrf2 ARE act	Nrf2 block	ATXN2 expr inh	MCF10A rerep	HepG2 tox	TGFb SMAD3 inh	EPAC2 antag	A549 tox
O=[N+]([O-])c1cc(/C=N\Nc2nc(-c3ccccc3)cs2)ccc1O	u	16%	-1%	11%	29%	10%	5%	6%	u
COc1ccc(NC(=O)NCCCN2CCN(c3cc(C)ccc3C)CC2)cc1	u	0.8%	-1%	u	6%	13µM*	u	1%	-1%
Cc1ccc(NC(=O)C2C3CCC(O3)C2C(=O)O)cc1C (centres undefined)	i	-0.2%	-9%	x	19%	-15%	-27%	7%	0%
